High-throughput results (PubChem)
GSK3A inh: blockers of GSK3A enzyme activity – biochemical, luminescence, cell-free homogeneous, HTS, primary screen. 0.1% of 320,000 active. GSK-3 alpha kinase, ADP-Glo luminescence, 60 min. inhibition, % at 10 µM;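 in the data active = inhibition above about 50%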;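 also: GST-tagged GSK-3 alpha with peptide substrate and 25 µM ATP; 0% = DMSO neutral wells and 100% = GW8510 positive control wells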
HDAC3 inhib: HDAC3 deacetylase inhibitors, primary screen, biochemical, fluorescence, cell-free homogeneous; Histone deacetylase 3 (Homo sapiens), O15379; 0.15% of 320,000 active; inhibition, % at 8.3 µM; AID 2718, 2010; recombinant HDAC3, fluorogenic peptide/trypsin coupled; in the data active = inhibition above about 26%, passing the limit was not always enough; inconclusive = no clear call, values can overlap the other calls
Target sequence (O15379 whole entry, looked up): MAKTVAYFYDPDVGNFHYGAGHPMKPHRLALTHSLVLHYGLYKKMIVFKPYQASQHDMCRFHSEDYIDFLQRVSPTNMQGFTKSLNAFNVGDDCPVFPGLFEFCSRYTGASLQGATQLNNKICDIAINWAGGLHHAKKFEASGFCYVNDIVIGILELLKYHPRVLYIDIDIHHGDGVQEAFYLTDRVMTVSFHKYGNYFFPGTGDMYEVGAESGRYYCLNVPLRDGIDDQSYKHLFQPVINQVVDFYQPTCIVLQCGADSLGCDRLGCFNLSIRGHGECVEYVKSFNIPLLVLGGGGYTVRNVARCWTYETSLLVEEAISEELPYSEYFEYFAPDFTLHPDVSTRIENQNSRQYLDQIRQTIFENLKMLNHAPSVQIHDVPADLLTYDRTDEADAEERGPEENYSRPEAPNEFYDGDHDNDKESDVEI
DYRK1A inh: rat Dyrk1A kinase inhibitors, primary screen, biochemical, single point, plate reader | Dual specificity tyrosine-phosphorylation-regulated kinase 1A (Rattus norvegicus), Q63470 | ADP-Glo luminescence, NFATc1 peptide | inhibition, % at 12.5 µM | 0.43% of 310,000 active | AID 504441, 2011; in the data active = inhibition above about 50%;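 also: plate controls were vehicle with enzyme for no effect and no enzyme for full effect; many of its hits are not listed in these tables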
HSP90 inh: HSP90 inhibitors, primary screen, cell lysate, luminescence; Heat shock protein HSP 90 (rabbit reticulocyte lysate; luciferase refolding); Rabbit reticulocyte lysate, luciferase refolding luminescence, 3 h; inhibition, % at 5.6 µM; 0.91% of 290,000 active; AID 1789, 2009;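 active = inhibition above the screen-wide mean plus 3 SD, computed separately per campaign, cut at about 16% in these data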;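 also: 0% = DMSO wells and 100% = 60 µM geldanamycin wells; inhibitors lower the luminescence because luciferase stays unfolded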
Platelet DG rel: inhibitors of platelet dense granule secretion, primary screen, cell-based, MLPCN, human platelets; human platelet-rich plasma, SFLLRN dense granule ATP release, luminescence; inhibition, %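 (compounds screened at 7.5 µM in platelet-rich plasma)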; 0.22% of 300,000 active; AID 1663, 2009;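 active = mean replicate score, as percent of positive control, at or above 50; inconclusive = mean below 50 but at least one replicate at or above 50; inactive = mean and every replicate below 50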
GSK3B inh: human GSK3beta kinase inhibitors, primary screen, biochemical, cell-free homogeneous, HTS; GST-GSK3beta kinase, ADP-Glo luminescence, 60 min; hits give low values; AID 2097, 2009; activity score (negative = inhibition), % at 10 µM; 0.038% of 300,000 active;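 active = more than half of replicate wells score below -50%, meaning over 50% inhibition versus plate controls; inconclusive = some replicates but at most half score below -50%; inactive = no replicate scores below -50%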;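 also: 0% = median DMSO wells and -100% = median GW8510 positive control wells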
Target sequence (P49841 whole entry, looked up): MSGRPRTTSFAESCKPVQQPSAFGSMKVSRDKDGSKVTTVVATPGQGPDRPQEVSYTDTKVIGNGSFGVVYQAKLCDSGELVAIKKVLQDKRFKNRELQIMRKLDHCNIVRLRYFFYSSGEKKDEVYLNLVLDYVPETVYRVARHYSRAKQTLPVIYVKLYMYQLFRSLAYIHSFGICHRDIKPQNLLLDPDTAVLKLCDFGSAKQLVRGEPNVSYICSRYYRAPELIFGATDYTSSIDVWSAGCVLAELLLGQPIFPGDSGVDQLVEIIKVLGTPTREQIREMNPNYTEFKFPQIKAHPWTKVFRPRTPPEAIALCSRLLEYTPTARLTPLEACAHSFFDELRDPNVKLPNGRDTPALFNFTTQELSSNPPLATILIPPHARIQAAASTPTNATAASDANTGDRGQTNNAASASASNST
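Assay system: GST-fused GSK3beta enzyme, cell-free / Medium: Tris pH 7.5 buffer with MgCl2, DTT, BSA, heparin / Also added: peptide substrate plus 25 µM ATP (final) / Compound: 10 µM single point / Timing: kinase reaction with compound 60 min at room temperature / Detection: ADP-Glo luminescence / Benchmarks: DMSO neutral wells and GW8510 at 20 µM as positive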
HSF-1 act: HSF-1 activators, primary screen, NIH3T3-HGL cells, MG132 stress, luminescence, single point | activation, % at 9 µM | 1.7% of 300,000 active | AID 504408, 2011 | NIH3T3-HGL HSF-1 luciferase reporter, 8 h; 100% = twice DMSO control signal;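 active = mean replicate activation of at least 50% with a set share of replicates each reaching 50%; inconclusive = only one of those two conditions met; inactive = mean below 50% and too few replicates reaching it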;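 also: 0% = median of the neutral control wells and 100% = twice that signal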
HSF1 inh: HSF1 inhibitors in luciferase reporter cells, primary screen, cell-based, NIH3T3, luminescence; activity change, negative = inhibition, % at 7.5 µM (by protocol); 0.77% of 300,000 active; AID 2098, 2009; NIH3T3-HGL HSE-luciferase, MG132-induced, luminescence 8 h; hits give low values;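 active = more than half of replicate wells show activity change below -50%, luminescence cut by over half; inconclusive = some wells, but at most half, below -50%; inactive = no replicate well below -50%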;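 also: luciferase reports HSF-1 transcriptional activity via heat shock element; 0% = median of DMSO wells and -100% = zero luminescence signal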
PolyA inhibitor: polyadenylation inhibitors in yeast reporter cells, primary screen, luminescence, S. cerevisiae | S. cerevisiae SKY197-pL101 polyadenylation reporter, beta-gal luminescence; efflux-impaired pdr1/pdr3 knockout yeast; score 100 = 6 SD above DMSO | calls only at 12 µM | 0.02% of 300,000 active | AID 1875, 2009;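 active = lowest replicate activity score at least 50, where 100 means six control SD above control mean; inconclusive = lowest score under 50 but half or more replicates reach 50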;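 also: yeast exposed to compound for 9 h at 30 °C; higher score means more reporter readthrough which indicates perturbed polyadenylation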
AI-2 QS modul: Vibrio harveyi AI-2 quorum sensing modulators, primary screen, JMH597 strain, luminescence/OD600 ratio | Vibrio harveyi JMH597 AI-2 luminescence/OD600 ratio, 9 h; hits give low values; strain lacks LuxN and CqsS sensors; 0 = neutral-control median | activity change, % at 7.5 µM | 0.4% of 300,000 active | AID 2094, 2009; in the data active = activity change below about -75%, passing the limit was not always enough; inconclusive = no clear call, values can overlap the other calls;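 also: luminescence divided by OD600 gain over 9 h not by final OD600 alone; inactives centre near 13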
Starred values were filed as active, the others as inactive; i = inactive; ? = inconclusive; . = not tested or not shown. This is a subset; the hit share may differ from the screen's.

#1 CCOCCCNC(=O)/C=C1\Sc2ccccc2N(Cc2ccccc2F)C1=O
#2 COc1ccc(-c2csc(N3CCN(C(=O)c4ccccc4)CC3)n2)cc1
#3 c1ccc2c(-c3nc(C4CCCCC4)no3)cc(-c3ccncc3)nc2c1
#4 O=C(CSc1nccn1-c1ccc(F)cc1)NCc1ccc(F)cc1
#5 CCn1c(CN2C(=O)CSc3ccccc32)n[nH]c1=S
#6 CC(=O)Oc1oc(-c2ccccc2)nc1C=Nc1ccc(N(C)C)cc1
#7 COc1ccccc1-n1c(SCC(N)=O)nnc1-c1ccccc1
#8 CCCCn1c(N)c(N(CCOC)C(=O)C2CCN(S(=O)(=O)c3ccc(C)cc3C)CC2)c(=O)[nH]c1=O

entry no.,1,2,3,4,5,6,7,8
GSK3A inh,-2,0,-1,3,-1,-2,-2,3
HDAC3 inhib,8,5,-3,5,2,3,4,0
DYRK1A inh,-9,7,72*,-2,1,2,-1,0
HSP90 inh,0,-1,4,-3,-3,3,-2,.
Platelet DG rel,-1,-2,17,2,-1,2,-2,-6
GSK3B inh,5,4,0,-2,-4,-1,-9,-1
HSF-1 act,21,-15,1,10,16,44,-19,11
HSF1 inh,17,-6,1,0,-1,25,-11,1
PolyA inhibitor,i,i,i,i,i,i,i,i
AI-2 QS modul,24,19,19,2,286,19,13,27

#9 O=C(/C=C\Nc1cccc(F)c1)c1cccs1
#10 COc1cc(-c2nnc(COC(=O)C3c4ccccc4Oc4ccccc43)o2)cc(OC)c1OC
#11 COC(=O)c1cc(N2CCNCC2)nc2ccccc12
#12 Cc1cccc(-n2c(C)cc(C=C(C#N)C#N)c2C)c1
#13 Cc1ccc(Cl)cc1N1CCN(C(=O)c2ccc(NC3=NC4CS(=O)(=O)CC4S3)cc2)CC1 (centres undefined)
#14 COc1ccc(OCC(=O)NC(=S)Nc2ccccc2F)cc1
#15 NC(=O)C1CCCN(S(=O)(=O)c2ccccc2)C1 (centres undefined)
#16 CCCCNC(=O)CCNS(=O)(=O)c1ccc(C)cc1

entry no.,9,10,11,12,13,14,15,16
GSK3A inh,0,0,0,-2,-1,0,-1,-2
HDAC3 inhib,-2,-4,5,0,1,8,1,1
DYRK1A inh,8,-5,6,-3,1,-5,.,-5
HSP90 inh,0,7,3,1,1,0,-1,7
Platelet DG rel,17,-3,-8,15,-4,-9,-3,-2
GSK3B inh,-1,0,-2,-3,-1,2,-4,3
HSF-1 act,22,10,-1,-3,-4,26,-2,1
HSF1 inh,6,8,-6,10,0,-5,-2,3
PolyA inhibitor,i,i,i,i,i,i,i,i
AI-2 QS modul,-10,32,33,22,-1,3,6,9

#17 COC(=O)c1ccc(Nc2cc(C)nc3nc(C)nn23)cc1
#18 Cc1cccc(C)c1N(CC(O)Cn1c2ccccc2c2ccccc21)S(C)(=O)=O (centres undefined)
#19 COc1cnc(SCc2ccc(Cl)cc2Cl)nc1Cl
#20 COc1ccc(CNC(=O)CSc2nc3ccc(OC)cc3[nH]2)cc1
#21 COc1ccc(Sc2nnc(Cc3ccccc3)c3ccccc23)cc1
#22 Cc1ccc(S(=O)(=O)NCC2(c3ccccc3)CCN(C)CC2)cc1
#23 COc1cccc(NC(=O)Cc2nc(-c3ccccc3)sc2-c2ccc(C)cc2)c1
#24 Cn1c(=O)c2sccc2n2c(CCCC(=O)NCc3cccnc3)nnc12

entry no.,17,18,19,20,21,22,23,24
GSK3A inh,.,-3,-2,-1,1,0,6,-2
HDAC3 inhib,4,3,-3,0,0,?,9,0
DYRK1A inh,9,-2,1,14,-3,-2,2,-3
HSP90 inh,6,2,2,3,-2,-4,3,-7
Platelet DG rel,-2,-12,1,-3,-7,3,-2,2
GSK3B inh,0,0,1,-1,2,5,0,-2
HSF-1 act,-19,24,13,-2,22,-12,0,-4
HSF1 inh,-10,8,1,-2,14,-5,2,0
PolyA inhibitor,i,i,i,i,i,i,i,i
AI-2 QS modul,9,25,25,-2,5,13,20,13

#25 CCC(=O)NCCn1c(C)cc2ccccc21
#26 CCOC(=O)C1CCN(Cc2ccc(F)c(Br)c2)CC1
#27 CCN(CC)C(=O)Oc1ccc(Br)cc1C(=O)Nc1ccc(F)cc1F
#28 CC(C)NC(=O)c1cccc(Br)c1
#29 N#CC1=C(N)OC2=C(C(=O)CCC2)C1c1cc2c(cc1Cl)OCO2 (centres undefined)
#30 NS(=O)(=O)c1ccc(CCNC(=O)COc2ccc3c4c(c(=O)oc3c2)CCC4)cc1
#31 Cc1ccc2nc(-c3ccc(N)cc3)sc2c1
#32 O=C1CC(c2cccc(Cl)c2)Cc2nc(N3CCN(c4ccccc4)CC3)ncc21 (centres undefined)

entry no.,25,26,27,28,29,30,31,32
GSK3A inh,1,0,0,-2,0,0,-1,-1
HDAC3 inhib,.,7,-8,-13,-4,-6,-11,-3
DYRK1A inh,3,-2,.,1,13,2,-1,4
HSP90 inh,-2,2,1,14,3,0,50*,1
Platelet DG rel,4,-1,7,6,-1,21,23,-1
GSK3B inh,-1,2,-2,1,1,0,-1,-1
HSF-1 act,-27,10,72*,-3,-17,-3,26,33
HSF1 inh,-6,-5,38,2,-13,4,0,6
PolyA inhibitor,i,i,i,i,i,i,i,i
AI-2 QS modul,-2,19,20,33,11,12,-8,33

#33 COc1ccc(OC)c(N(CC(=O)NC2CCCC2)S(=O)(=O)c2ccc(OC)c(OC)c2)c1
#34 CC(=O)NCc1ccc(S(=O)(=O)N/N=C/c2ccccc2)cc1
#35 COc1ccc(-n2c(SCC(=O)NCC3CCCO3)nc3ccccc32)cc1 (centres undefined)
#36 CCCCC(=O)Nc1ccccc1Oc1ccccc1
#37 Cc1cc(C)c2nc(NNC(=O)c3cc(=O)c4ccccc4o3)sc2c1
#38 O=C(CCCOc1ccc(Cl)cc1Cl)N/N=C/c1ccc(Cl)cc1
#39 CCOc1ccc(C2C(C#N)=C(N)SC(N)=C2C#N)c(OCC)c1
#40 CCCNc1c(NS(=O)(=O)c2ccc(OC)c(OC)c2)c(=O)oc2ccccc12

entry no.,33,34,35,36,37,38,39,40
GSK3A inh,2,0,-1,1,-1,-1,-1,.
HDAC3 inhib,0,3,-1,0,11,0,1,.
DYRK1A inh,-3,-7,-5,0,5,-7,5,4
HSP90 inh,1,3,3,7,15,-1,2,1
Platelet DG rel,-8,1,-1,22,10,-3,-1,5
GSK3B inh,-3,2,2,-1,3,-20,1,5
HSF-1 act,-34,-5,-3,-3,3,43,-5,20
HSF1 inh,-14,-4,4,3,-1,3,11,-4
PolyA inhibitor,.,i,i,i,i,i,i,i
AI-2 QS modul,23,11,12,28,32,21,19,12

#41 Cc1ccc2c(c1)N(CC(=O)N1CCCC1)C(=O)CO2
#42 COc1ccc(-c2cc(C(F)F)n3ncc(C(=O)Nc4c(C)n(C)n(-c5ccccc5)c4=O)c3n2)cc1
#43 COc1ccc(/C=C2\SC(=S)N(CCC(=O)Nc3cccc(O)c3)C2=O)cc1
#44 Cc1ccc(S(=O)(=O)NC(=O)c2ccc(F)cc2)c(C)c1
#45 CCOCCCNC(=O)C(c1ccc(Cl)cc1)N(Cc1cccs1)C(=O)CNC(C)=O (centres undefined)
#46 COc1cccc(C=Nc2cccnc2)c1O
#47 O=C(Nc1ccc2c(c1)OCCO2)C1CC(O)CN1C(=O)Nc1ccccc1 (centres undefined)
#48 Cc1cccc(N2C(=O)C(O)=C(C(=O)c3cccs3)C2c2ccccc2)n1 (centres undefined)

entry no.,41,42,43,44,45,46,47,48
GSK3A inh,-18,3,.,-8,-11,0,-1,-1
HDAC3 inhib,-2,-3,.,7,-4,1,2,-5
DYRK1A inh,9,-4,10,0,3,.,6,0
HSP90 inh,5,-2,4,2,2,4,-7,3
Platelet DG rel,-1,-3,1,11,-1,2,23,6
GSK3B inh,-2,-3,-2,5,1,2,1,2
HSF-1 act,6,16,92*,-10,-13,4,-27,29
HSF1 inh,0,-7,67,2,10,3,-3,6
PolyA inhibitor,i,i,i,i,i,i,i,i
AI-2 QS modul,9,4,20,37,23,31,12,16
